SKKanGAS inh: S. pyogenes SKKanGAS growth inhibitors in kanamycin, primary screen, streptokinase expression inhibitor project, SKKanGAS strain, BacTiter-Glo luminescence | 6 h | inhibition, % at 7.5 µM | 1.3% of 300,000 active | AID 1662, 2009;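 active = mean replicate score, as percent of positive control median, at least 50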;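 note: strain carries kanamycin resistance gene driven by streptokinase promoter and grows in 40 µg/ml kanamycin; loss of luminescence reflects streptokinase promoter inhibition or plain growth inhibition; 0% = median of DMSO wells and 100% = positive control at its reference dose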
KLF5 inh: KLF5 expression inhibitors, primary screen, DLD-1 cells, luminescence; DLD-1 KLF5 promoter-luciferase reporter; inhibition, % at 5 µM; 0.23% of 290,000 active; AID 1700, 2009;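 active = inhibition above a per-plate limit of that plate's mean compound inhibition plus 3 SD, cut at about 60% in these data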;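 note: 0% = DMSO wells and 100% = LY294002 at 200 µM; higher means less KLF5 promoter-driven luciferase light; inactives centre near -14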
TRPC4 block: inhibitors of mouse TRPC4 channel, primary screen, Fluo4 calcium, HEK293 TRPC4beta/mu-opioid cells. Short transient receptor potential channel 4 (Mus musculus), Q9QUQ5. DAMGO-evoked Fluo4 calcium flux; hits give low values. 0.39% of 300,000 active. B-score at 10 µM;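 active = B-score over 3 SD under the library average, no early fluorescence shift, positive overall ratio signal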
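Assay system: TRPC4beta/mu-opioid receptor HEK293 cell line; compound dosing: single concentration per test compound; detection: Fluo4 Ca2+ flux fluorescence; evaluation: per-well B score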
TRPC6 activator: mouse TRPC6 channel activators, primary screen, cell-based, HEK293, membrane potential dye; HEK293-TRPC6 membrane potential dye fluorescence; hits give high values; B-score at 10 µM; 0.13% of 310,000 active;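 active = B-score of the integrated fluorescence ratio above library mean plus 3 SD, and starting fluorescence ratio within library mean plus 5 SD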;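 note: higher score means more depolarization so channel activation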
aSyn 5UTR inh: MLPCN primary screen, SNCA 5' untranslated region. alpha-synuclein 5'UTR reporter, inhibitor activity. inhibition, % (tested at 7.5 µM). 0.82% of 300,000 active; in the data active = inhibition above about 60%;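 note: H4 neuroglioblastoma cells stably carrying SNCA 5'UTR luciferase fusion; 0% = DMSO wells and 100% = positive control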
TRPC4 act: activators of mouse TRPC4 channel, primary screen, Fluo4 calcium, HEK293 TRPC4beta/mu-opioid cells. 0.49% of 310,000 active. Short transient receptor potential channel 4 (Mus musculus), Q9QUQ5. B-score at 10 µM. Fluo4 calcium fluorescence; hits give high values;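 active = B-score above 5 SD of library B-scores, and initial fluorescence ratio not above library mean plus 5 SD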;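 note: positive B-score marks a calcium rise read as TRPC4 activation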
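system = HEK293 cells stably co-expressing mouse TRPC4beta and mu-opioid receptor | schedule = Fluo4 dye loading 45 min at room temperature, 110 s recording | measure = B-scored integrated calcium fluorescence ratio | signal = Fluo4 calcium-sensitive dye fluorescence, kinetic, 1 Hz baseline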
HIF act: HIF pathway transcriptional activators, primary screen, cell-based, U2OS HRE-luciferase, luminescence; U2OS HRE-luciferase reporter; normalized: DMSO 0%, desferrioxamine 100%; activation, % at 7.5 µM (by protocol); 0.32% of 300,000 active; AID 1910, 2009;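 active = mean activation of at least 10% of the iron chelator positive control signal, with at least half of replicates also reaching 10%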
MrgX1 antag: antagonists of human MrgX1 receptor, primary screen, HEK293 cells, Fluo-4 calcium flux. B-score at 10 µM. Mas-related G-protein coupled receptor member X1 (Homo sapiens), Q96LB2. BAM8-22 antagonism; hits give low values. 1.3% of 310,000 active;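 active = calcium-response B-score plate-corrected more than 3 library SD below zero, starting fluorescence within 5 deviations, no agonist response on first addition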;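 note: peak minus trough fluorescence over baseline after final BAM8-22 challenge near maximal dose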
Target sequence (Q96LB2 whole entry, looked up): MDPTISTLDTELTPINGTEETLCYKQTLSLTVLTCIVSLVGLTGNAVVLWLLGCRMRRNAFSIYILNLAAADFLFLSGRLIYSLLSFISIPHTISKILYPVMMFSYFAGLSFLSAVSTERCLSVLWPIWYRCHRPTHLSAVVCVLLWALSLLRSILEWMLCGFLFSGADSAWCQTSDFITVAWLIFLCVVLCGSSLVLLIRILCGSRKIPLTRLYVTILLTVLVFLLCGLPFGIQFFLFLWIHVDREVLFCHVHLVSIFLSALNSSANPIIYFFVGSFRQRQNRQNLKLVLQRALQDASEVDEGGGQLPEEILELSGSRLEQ
TRPC4 potent: positive allosteric modulators of TRPC4, primary screen, cell-based, mouse TRPC4beta, HEK293 mu-opioid, Fluo-4 calcium. Short transient receptor potential channel 4 (Mus musculus), Q9QUQ5. DAMGO EC20, Fluo-4 Ca2+ flux; hits give high values. B-score at 10 µM. 0.42% of 310,000 active;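 active = B-score of calcium response area above 5 SD of library B-scores, with initial fluorescence ratio within 5 SD of library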;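 note: B-score of integrated fluorescence ratio over time as area under calcium response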
TRPC6 inhibitor: mouse TRPC6 channel inhibitors, primary screen, cell-based, HEK293, membrane potential dye; ACh-evoked depolarization; hits give low values; 1.1% of 310,000 active; B-score at 10 µM; Short transient receptor potential channel 6 (Mus musculus), Q61143;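 active = B-score under library mean minus 3 SD, initial fluorescence not abnormally high, positive integrated signal ratio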;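 note: B-score derived from integrated fluorescence ratio over the kinetic read; more negative B-score means stronger inhibition of depolarization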
IEC-6 tox: cytotoxicity in IEC-6 intestinal epithelial cells, primary screen, cytotoxicity control for KLF5 inhibitor project, cell-based, luminescence | IEC-6 cytotoxicity, luminescence viability | inhibition, % at 5 µM | 0.78% of 290,000 active | AID 1825, 2009; in the data active = inhibition above about 22%;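 note: 0% = plate median of test compound wells and 100% = cytotoxic reference compound wells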
* marks the source's active call; other numbers are inactive results; i = inactive; x = no result given.

SMILES	SKKanGAS inh	KLF5 inh	TRPC4 block	TRPC6 activator	aSyn 5UTR inh	TRPC4 act	HIF act	MrgX1 antag	TRPC4 potent	TRPC6 inhibitor	IEC-6 tox
CNc1nc(SC)nc2ccccc12	-18	13	i	i	-6	i	-0.1	i	i	i	7
CCOC(=O)c1c(NC(=S)NNS(=O)(=O)c2ccc(Br)cc2)sc2c1CCCCC2	48	-16	i	i	33	i	0.2	i	i	i	-4
COc1ccc(NC(=O)c2ccccc2OCc2ccc(F)cc2)c(OC)c1	15	-13	i	i	12	i	-0.3	i	i	i	-6
CCOC(=O)C1CCN(c2c(NC3CCCc4ccccc43)c(=O)c2=O)CC1 (stereo not drawn)	2	-16	i	i	3	i	0.1	i	i	i	-8
Cc1ccc(NC2=CC(=O)CC(c3ccco3)C2)c(N)c1 (stereo not drawn)	0	5	i	i	15	i	3.4	i	i	i	2
CC(C)Sc1nc2c(c(=O)[nH]c(=O)n2C)n1Cc1ccccc1	7	-41	i	i	38	i	1.1	i	i	i	-2
CC(=O)c1c(N2CCN(C(=O)C3CCCO3)CC2)nc(=S)n(-c2ccccc2)c1C (stereo not drawn)	5	3	i	i	3	i	-0.2	i	i	i	5
Cc1ccc(OCC(=O)N2CCOCC2)c([N+](=O)[O-])n1	1	-7	i	i	5	i	-0.6	i	i	i	-4
CCc1cccc(NC(=O)CCc2nc(-c3cccs3)no2)c1	-4	-17	i	i	27	i	-0.1	i	i	i	-12
N/C(=N\OC(=O)c1ccncc1)c1cccc([N+](=O)[O-])c1	4	-125	i	i	-70	i	-16	i	i	i	-5
O=C(CSc1nc2cc(C(F)(F)F)ccc2n1Cc1ccccc1)NC1CCS(=O)(=O)C1 (stereo not drawn)	0	-29	i	i	-26	i	-0.2	i	i	i	-2
CCOC(=O)C(=O)Nc1ccc(S(=O)(=O)N2CCOCC2)cc1OC	2	-10	i	i	1	i	x	i	i	i	2
O=c1[nH]c(=S)n(C2CCCCC2)c(O)c1C=NCCN1CCOCC1	1	0	i	i	5	i	-0.3	i	i	i	8
O=C(CCCC(=O)c1ccccc1)Nc1ccc(O)cc1	-1	-2	i	i	17	i	-0.1	i	i	i	-5
O=C(COc1ccc2oc3c(c2c1)CCCC3)Nc1ccccn1	4	-24	i	i	-131	i	2.5	i	i	i	-11
COC(=O)Nc1ccc2c(c1)N(C(=O)CCN1CCOCC1)c1ccccc1S2	4	-6	i	i	16	i	-0.1	i	i	i	3
CCOC(=O)/C=C/C(=O)NNC(=O)c1ccccc1Cl	-6	-37	i	i	0	i	-0.2	i	i	i	-3
COc1ccc(N(CC(=O)Nc2cc(OC)ccc2OC)S(C)(=O)=O)cc1	-3	0	i	i	21	i	0.5	i	i	i	0
N/C(=N\NS(=O)(=O)c1ccccc1Cl)c1ccccn1	-3	x	i	i	-18	i	1.6	i	i	i	x
CCN(c1ccccc1)S(=O)(=O)c1ccc(C(=O)N2CC(C)CC(C)C2)cc1 (stereo not drawn)	4	x	i	i	-5	i	0.0	i	i	i	x
COc1cc2c(cc1OC)C(/C(C#N)=N\O)=NC(C)(C)C2	-2	-16	i	i	8	i	-0.7	i	i	i	-3
CS(=O)(=O)N(CC(=O)Nc1cccc(Br)c1)Cc1ccccc1	2	-30	i	i	29	i	-0.1	i	i	i	-2
Cc1nnc(SCC(=O)Nc2ccc(N3CCOCC3)cc2)n1-c1ccccc1	-6	-6	i	i	-2	i	-0.4	i	i	i	2
COc1cc([N+](=O)[O-])ccc1N1C(=O)C2C3C=CC(C4CC34)C2C1=O (stereo not drawn)	6	1	i	i	-24	i	-0.1	i	i	i	-1
C/C(=N\NC(=O)c1ccc(NS(=O)(=O)c2cccs2)cc1)c1ccccc1	-11	-19	i	i	-13	i	0.4	i	i	i	8
O=C1C2C3C=CC(CC3)C2C(=O)N1c1ccccc1F (stereo not drawn)	0	-26	i	i	4	i	-3.7	i	i	i	-9
CC(C)c1ccc(S(=O)(=O)N2CCN(C(=O)CN3C(=O)NC4(CCCC4)C3=O)CC2)cc1	11	-1	i	i	-4	i	-0.9	i	i	i	1
O=C1OC2(c3ccccc3)C3CCCC2C13	-4	-17	i	i	15	i	-0.5	i	i	i	-2
O=C(Nc1nc(=O)[nH]s1)c1ccccc1	7	-33	i	i	9	i	-0.4	i	i	i	-4
COc1ccc(NC(=O)CSCC(=O)N(C)CC(=O)Nc2ccc(Cl)c(C(F)(F)F)c2)cc1	3	x	i	i	7	i	-0.1	i	i	i	x
C/C=C(\C)CN1CCC(Oc2cccc(C(=O)NCc3ccccn3)c2)CC1	-3	-29	i	i	10	i	0.0	i	i	i	2
O=C(Nc1cc([N+](=O)[O-])ccc1F)C1CC1	4	-13	i	i	16	i	-0.4	i	i	i	-3
O=C(NC1CCC(O)CC1)c1ccc2c(c1)S(=O)(=O)N=C1CCCCCN12 (stereo not drawn)	25	x	i	i	-37	i	0.5	i	i	i	x
COC(=O)c1noc(-c2ccc(C)cc2)n1	-3	-25	i	i	11	i	-0.3	i	i	i	3
Cc1ccc(N(CC(=O)NCCSCc2ccco2)S(=O)(=O)c2ccc(F)cc2)cc1	-16	-9	i	i	31	i	0.9	i	i	i	-4
COc1ccc(S(=O)(=O)Nc2ccc3c(c2)N(C(C)=O)CCC3)cc1OC	-6	x	i	i	-13	i	-0.2	i	i	i	x
COc1ccc(NC(=O)CSc2nnc(NC(=O)c3ccco3)s2)cc1	2	3	i	i	-23	i	0.4	i	i	i	-5
O=C(CCn1cccn1)N1CCCC(N2CCN(c3cccc(C(F)(F)F)c3)CC2)C1 (stereo not drawn)	-1	-27	i	i	-10	i	0.4	i	i	i	1
CCOC(=O)C1=C(C)NC(=O)NC1C(C)C (stereo not drawn)	1	x	i	i	3	i	0.8	i	i	i	x
C=CCn1c(SCC)nc(O)cc1=O	9	-21	i	i	2	i	-0.1	i	i	i	-1

Part of the list above in order of molar mass, lowest first.
SMILES	SKKanGAS inh	KLF5 inh	TRPC4 block	TRPC6 activator	aSyn 5UTR inh	TRPC4 act	HIF act	MrgX1 antag	TRPC4 potent	TRPC6 inhibitor	IEC-6 tox
C=CCn1c(SCC)nc(O)cc1=O	9	-21	i	i	2	i	-0.1	i	i	i	-1
O=C(Nc1cc([N+](=O)[O-])ccc1F)C1CC1	4	-13	i	i	16	i	-0.4	i	i	i	-3
C/C=C(\C)CN1CCC(Oc2cccc(C(=O)NCc3ccccn3)c2)CC1	-3	-29	i	i	10	i	0.0	i	i	i	2
O=C(CCn1cccn1)N1CCCC(N2CCN(c3cccc(C(F)(F)F)c3)CC2)C1 (stereo not drawn)	-1	-27	i	i	-10	i	0.4	i	i	i	1

Ordered by value in aSyn 5UTR inh (descending): three from the list above.
mol | aSyn 5UTR inh
COC(=O)c1noc(-c2ccc(C)cc2)n1 | 11
C=CCn1c(SCC)nc(O)cc1=O | 2
O=C(NC1CCC(O)CC1)c1ccc2c(c1)S(=O)(=O)N=C1CCCCCN12 (stereo not drawn) | -37

The list continues.
SMILES	SKKanGAS inh	KLF5 inh	TRPC4 block	TRPC6 activator	aSyn 5UTR inh	TRPC4 act	HIF act	MrgX1 antag	TRPC4 potent	TRPC6 inhibitor	IEC-6 tox
O=C(O)c1cccc(S(=O)(=O)N2CCN(C(c3ccccc3)c3ccccc3)CC2)c1	x	-18	-9*	i	7	i	1.2	i	i	i	-7
Cc1ccc(C(C)NC(=O)Cc2cccs2)cc1C (stereo not drawn)	2	-36	i	i	1	i	-0.1	i	i	i	-3
Fc1ccc(Nc2ncnc3sc4c(c23)CCC4)cc1	3	-11	i	i	-2	i	x	i	66*	i	15
CC1CN(/C=C/C(=O)C(F)(F)F)CC(C)O1 (stereo not drawn)	5	-7	i	i	1	i	-0.5	i	i	i	3
Cc1ccc(S(=O)(=O)N=S(CC2CC2(Cl)Cl)CC2CC2(Cl)Cl)cc1 (stereo not drawn)	-6	0	i	i	21	i	-0.4	i	i	i	-1
Cn1cccc1C(=O)NCC(c1ccc(F)cc1)N1CCOCC1 (stereo not drawn)	-1	-5	i	i	7	i	0.7	i	i	i	0
CCN(c1ccc(NC(=O)COC(=O)c2ccc(C)c(S(=O)(=O)N3CCOCC3)c2)cc1)C(C)C	-4	-37	i	i	-13	i	-0.6	i	i	i	2
Cc1ccccc1OCC(O)Cn1c(Br)nc2c1c(=O)n(C)c(=O)n2C (stereo not drawn)	-7	-26	i	i	-21	i	0.0	i	i	i	3
CCCc1nnc(SCC(=O)NC2CCCC2)n1CCOC	-7	10	i	i	2	i	-0.4	i	i	i	-5
Cc1cc(C)c2ccc(/C=N/O)nc2c1O	35	-1	i	i	25	i	-0.1	i	i	i	4
Cc1ccc(-c2nn(CC(=O)NCc3ccco3)c(=O)c3ccccc23)cc1	-9	-21	i	i	-4	i	-0.1	i	i	i	2
COc1ccc(NC(=O)CSc2nnc(COc3ccccc3)n2Cc2ccco2)cc1OC	4	-36	i	i	24	i	0.4	i	i	i	3
COc1cccc(NC(=O)CCNC(=O)c2ccccc2Cl)c1	-11	-13	i	i	-22	i	0.7	i	i	i	2
O=C(CN1C(=O)C2CC=CCC2C1=O)Nc1ccccc1N1CCCC1 (stereo not drawn)	-8	x	i	i	-8	i	-0.6	i	i	i	x
O=c1c2ccccc2nc2n1C(CSCc1ccc(Cl)cc1)CS2 (stereo not drawn)	0	-20	i	i	41	i	0.0	i	i	i	3
O=C(Nc1ccc(F)cc1)c1cccc(N2C(=O)C3C4CCC(C4)C3C2=O)c1 (stereo not drawn)	-2	-12	i	i	0	i	0.4	i	i	i	-3
Cc1ccc(NC(=O)C[n+]2cc(-c3ccccc3)n3c2CCC3)cc1	4	0	i	i	25	i	0.2	i	i	i	-4
Cn1cc(C(=O)c2ccccc2C(=O)O)cc1C(=O)C(Cl)(Cl)Cl	-1	-55	i	i	5	i	-0.8	i	i	i	-4
